# Assay outcomes as filed in PubChem.
# PfHsp90 set2 – growth inhibition of PfHsp90-expressing yeast, primary screen, antimalarial PfHsp90 inhibitor project, S. cerevisiae, BacTiter-Glo luminescence, single point, set 2 | BacTiter-Glo ATP, 48 h; yeast lacking PDR1 and PDR3 efflux regulators | inhibition, % at 9.4 µM | 310,000 compounds, 0.32% hits | AID 504621, 2011;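 active = every replicate shows inhibition above about 80%, whatever the replicate mean, limit read from the data; inconclusive = mean inhibition reaches the set limit but some replicate falls short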;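 also: 0% = DMSO neutral controls and 100% = 20 µM radicicol positive controls; yeast relying on Plasmodium falciparum Hsp90 in place of its own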
# Wnt act – Wnt/beta-catenin pathway activators, primary screen, cell-based, plate reader, single point | 300,000 compounds, 1.2% hits | Wnt/beta-catenin reporter cell assay, activator | activation, % at 9.35 µM; in the data active = activation above about 30%, passing the limit was not always enough; inconclusive = no clear call, values can overlap the other calls;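 also: 0% = neutral control wells and 100% = positive control wells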
# Rtt109 HAT inh – inhibitors of C. albicans Rtt109/Vps75 HAT, primary screen, biochemical, ThioGlo CoA-SH fluorescence, plate reader; Histone acetyltransferase RTT109 (Candida albicans (strain SC5314 / ATCC MYA-2876)), …; inhibition, % at 34.9 µM; purified Rtt109/Vps75, 4 h; AID 540336, 2011; 330,000 compounds, 0.16% hits;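 active = inhibition of at least 50% in every replicate; inconclusive = best replicate reaches 50% inhibition but some replicates fall short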
# Target sequence (Q5AAJ8 whole entry, looked up): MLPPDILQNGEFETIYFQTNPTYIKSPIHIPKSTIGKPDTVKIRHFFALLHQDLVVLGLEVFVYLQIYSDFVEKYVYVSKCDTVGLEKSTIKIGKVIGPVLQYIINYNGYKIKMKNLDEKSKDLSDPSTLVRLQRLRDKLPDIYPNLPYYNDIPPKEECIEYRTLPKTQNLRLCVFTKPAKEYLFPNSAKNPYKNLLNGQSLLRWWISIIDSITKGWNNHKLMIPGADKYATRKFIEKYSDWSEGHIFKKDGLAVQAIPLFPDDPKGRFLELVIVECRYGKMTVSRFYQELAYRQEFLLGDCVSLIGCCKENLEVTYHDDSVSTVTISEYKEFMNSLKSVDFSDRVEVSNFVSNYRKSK
# phage Ecoli inh – growth loss of phage-infected E. coli, primary screen, RecBCD inhibitor project, absorbance, with phage, HTS. inhibition, % at 11.9 µM. 360,000 compounds, 0.26% hits; in the data active = inhibition above about 11%
# CAL PDZ inh – CAL PDZ peptide-binding inhibitors, primary screen, biochemical, fluorescence polarization, Cer-tagged CAL PDZ, HTS | Golgi-associated PDZ and coiled-coil motif-containing protein (Homo sapiens), Q9HD26 | purified CAL PDZ, TMR-peptide fluorescence polarization, 1 h | inhibition, % at 20 µM | 330,000 compounds, 0.02% hits | AID 504414, 2011;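 active = highest replicate inhibition of at least 40%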;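 also: plate controls were DMSO neutral control wells for no effect and unlabeled competitor peptide control wells for full effect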
#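 material = purified tagged CAL PDZ domain construct (CerCALP) | buffer or medium = sodium phosphate/NaCl buffer pH 7.4 with TCEP, IgG, Thesit | reagent = TMR-labelled reporter peptide T*-PRC34 bound in PDZ groove | incubation = 1 h room-temperature incubation prior to read | measured by = fluorescence polarization (mP) | evaluation = percent inhibition from loss of millipolarization | control set = unlabelled peptide and DMSO controls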
# AddAB inh – growth inhibition of E. coli expressing H. pylori AddAB, primary screen, AddAB inhibitor project, absorbance; 330,000 compounds, 0.29% hits; inhibition, % at 11.9 µM; AID 435030, 2010; in the data active = inhibition above about 12%;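 also: 0% = vehicle wells of infected cells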
# E coli growth – E. coli V3065 growth inhibition, primary screen, counter-screen for AddAB inhibitor project, absorbance, OD600 | 18 h | AID 449728, 2010 | 330,000 compounds, 0.27% hits | inhibition, % at 11.9 µM;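 active = inhibition above the campaign's mean inhibition across all tested compounds plus 3 SD, cut at about 9.9% in these data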;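 also: uninfected addAB+ strain grown without phage in ampicillin broth; 0% = DMSO wells and 100% = ciprofloxacin 0.95 µg/ml wells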
# PvdQ acylase – P. aeruginosa PvdQ acylase inhibitors, primary screen, biochemical, fluorescence, plate reader and imaging, single point | PvdQ acylase [Pseudomonas aeruginosa LESB58] | purified PvdQ acylase | inhibition, % at 10 µM | 340,000 compounds, 0.063% hits | AID 488965, 2010; in the data active = inhibition above about 30%, passing the limit was not always enough; inconclusive = no clear call, values can overlap the other calls;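 also: 0% = vehicle neutral wells and 100% = reference inhibitor wells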
# Tat transport – E. coli Tat export inhibitors, primary screen, MC4100, TorA-mCherry reporter, fluorescence, single point. inhibition, % at 10 µM. 340,000 compounds, 0.036% hits;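 active = mean replicate inhibition at least 50% and at least half of replicates individually reaching 50%; inconclusive = only one of the two criteria met; inactive = neither criterion met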;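 also: exported cargo escapes ClpAP degradation while cytoplasmic cargo is degraded and loses fluorescence; 0% = median of neutral control wells and 100% = median of NaSCN control wells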
# DAGLB inh – DAGLB lipase inhibitors, primary screen, biochemical, fluorescence, HTS; 340,000 compounds, 0.059% hits; inhibition, % at 5.17 µM; HEK293T DAGLB membrane lysate, EnzChek fluorogenic substrate; AID 504411, 2011; Diacylglycerol lipase-beta (Homo sapiens), Q8NCG7; in the data active = inhibition above about 34%;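 also: 0% = enzyme with vehicle and 100% = wells lacking enzyme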
# Target sequence (Q8NCG7 whole entry, looked up): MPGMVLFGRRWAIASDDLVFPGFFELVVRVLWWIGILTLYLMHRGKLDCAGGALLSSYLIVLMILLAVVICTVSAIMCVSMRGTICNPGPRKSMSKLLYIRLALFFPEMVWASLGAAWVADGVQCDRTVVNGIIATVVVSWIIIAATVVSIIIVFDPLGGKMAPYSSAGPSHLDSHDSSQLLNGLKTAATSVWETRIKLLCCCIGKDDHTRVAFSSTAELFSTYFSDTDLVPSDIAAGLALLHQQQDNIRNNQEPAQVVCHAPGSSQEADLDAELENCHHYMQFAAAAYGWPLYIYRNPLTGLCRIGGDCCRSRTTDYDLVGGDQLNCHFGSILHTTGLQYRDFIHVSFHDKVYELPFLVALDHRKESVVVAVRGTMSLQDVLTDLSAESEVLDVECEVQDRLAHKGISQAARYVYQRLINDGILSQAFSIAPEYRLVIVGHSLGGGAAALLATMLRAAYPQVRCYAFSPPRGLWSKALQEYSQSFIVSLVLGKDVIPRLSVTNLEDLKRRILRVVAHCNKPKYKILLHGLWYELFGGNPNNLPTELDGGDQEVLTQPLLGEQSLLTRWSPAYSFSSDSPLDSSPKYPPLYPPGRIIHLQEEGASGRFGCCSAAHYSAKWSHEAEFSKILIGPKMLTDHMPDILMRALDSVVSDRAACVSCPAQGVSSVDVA
# Starred values were filed as active, the others as inactive; ? = inconclusive; / = no result given; & = joins results of further samples.
# Values run as follows: Rtt109 HAT inh	AddAB inh	Wnt act	E coli growth	PvdQ acylase	DAGLB inh	PfHsp90 set2	Tat transport	CAL PDZ inh	phage Ecoli inh
(1) Cc1nc2ccccc2c(=O)n1NCc1cc(Br)cs1
    6	0.3	0	0.4	3	-1	-6	-3	-2.6	0.9
(2) CN(C)c1nc(C#N)nc(N2CCOCC2)n1
    -3	3.5	/	-2.1	-3	-2	27	4	-0.3	2.4
(3) O=C(c1cccs1)N1CCN(S(=O)(=O)c2ccccc2)CC1
    -1	0.2	/	1.2	0	1	/	5	-1.6	4.0
(4) COc1ccc(S(=O)(=O)N(Cc2nc3ccccc3c(=O)[nH]2)C2CCCC2)cc1
    5	-1.5	/	-3.1	2	-2	-5	-1	-2.3	2.3
(5) CC(C)C(=O)N1CCN(c2ccc(NC(=O)c3ccc4c(c3)OCCO4)cc2Cl)CC1
    11	-0.9	/	-2.2	10	-1	4	6	-2.1	3.0
(6) COc1ccc(-c2c(C)oc3c(CN4CCN(C)CC4)c(O)ccc3c2=O)cc1
    -31	-2.9	-4	-0.6	-3	-1	23	-2	-0.1	-0.3
(7) COCCn1c(SCC(=O)c2c(N)n(C3CC3)c(=O)[nH]c2=O)nnc1-c1ccc(Cl)cc1
    3	-2.2	0	-1.4	-3	2	3	-1	-0.5	-0.7
(8) O=S(=O)(N/N=C/c1cccnc1)c1ccc(Cl)c(Cl)c1
    -2	-0.5	-2	-3.4	-9	2	23	11	-0.3	2.4
(9) Cn1nc(C(F)(F)F)c2cc(C(=O)Nc3ccc(F)cc3F)sc21
    0	2.8	/	-0.6	-12	-4	22	2	-2.4	2.4
(10) COc1ccc(C)cc1S(=O)(=O)n1nc(C)cc1C
    4	4.6	-3	-0.6	8	1	17	-6	-0.8	-0.5
(11) Cc1ccc(S(=O)(=O)CCC(=O)OCC(=O)NCCc2ccccc2)cc1
    -1	-1.1	0	0.6	-7	0	-5	3	0.1	4.9
(12) COc1ccc(OC2OC3COC(c4ccco4)OC3C(O)C2NC(C)=O)cc1 (stereo unspecified)
    -2	-0.7	-1	-1.3	14	-1	-10	?	-1.4	3.1
(13) CN1C(N)=NC(=O)/C1=C\c1ccc(Br)cc1
    -3	3.5	3	2.1	-4	1	-20	2	-1.5	2.4
(14) O=C(NC(=S)N1CCCC(O)C1)c1ccco1 (stereo unspecified)
    -13	2.4	-1	1.1	-2	-1	43	-1	0.9	2.2
(15) Nc1cccc(C#Cc2ccc3c(c2)C(=O)/C(=C/c2ccsc2)O3)c1
    -2	1.7	-3	-1.6	-6	2	24	-13	0.1	3.2
(16) COc1ccc(NC(=O)NN2CCOCC2)cc1OC
    8	0.0	-1	1.1	-1	1	-6	-4	0.1	1.6
(17) COc1ccccc1N(CC(=O)Nc1ccccc1C(=O)N1CCOCC1)S(C)(=O)=O
    -1	3.1	-2	-0.3	3	-2	-6	-1	-0.9	0.9
(18) O=C(CSc1ncn[nH]1)NCc1ccccc1Cl
    8	4.1	-2	2.5	-7	-3	-13	-2	-2.6	2.0
(19) COc1ccccc1N1CCN(C(=O)c2ccc(Br)s2)CC1
    /	0.6	/	-1.8	-9	-13	8	-1	-2.7	3.8
(20) COCCCNC(=O)c1cccs1
    7	-1.7	3	-1.1	-16	3	-11	-8	0.4	0.9
(21) C=CCC[C@@H](Cc1ccc(F)cc1)C(=O)OC[C@H](Cc1c[nH]c2ccccc12)NC(=O)[C@H](CC=C)CC(=O)NCCO
    13	0.2	-13	1.9	-2	1	9	8	0.8	1.6
(22) O=C(NCc1ccco1)Nc1cccc2ccccc12
    -10	/	-1	/	-18	-1	/	-3	0.0	0.1
(23) O=C(Nc1cccnc1)c1ccccc1Cl
    2	4.0	1	0.3	-11	-1	-2	-4	0.4	-1.7
(24) CCN1C(=S)SC(=O)C1=C1C=C(C)OC(C)=C1
    2	3.5	/	0.8	-13	0	15	-3	0.0	3.4
(25) Cc1ccc(C(=O)COC(=O)CCC(=O)Nc2cc(Cl)ccc2Cl)cc1[N+](=O)[O-]
    36	2.9	0	-0.5	9	-3	-6	0	-3.2	-1.1
(26) COc1ccc(-c2ccc([C@H]3[C@H]4C=CC[C@@H](C)[C@@H]4C(=O)N3Cc3ccccc3)c(F)c2)cc1C
    -1	2.5	-15	0.2	-13	-22	/	-5	-0.7	1.8
(27) COc1ccc(C/C(N)=N/OC(=O)COc2ccccc2C)cc1
    4	1.6	-2	-0.4	0	-17	-79	13	-0.2	3.5
(28) CN(c1ccc(C(=O)N2CCOCC2)cc1[N+](=O)[O-])C1CCCCC1
    4	2.2	/	0.1	7	6	/	-1	/	2.6
(29) CCOc1ccc(NC(=O)/C(C#N)=C/c2cn(CC(=O)O)c3ccccc23)cc1
    -5	/	3	/	-7	3	-25	-2	-2.1	-1.2
(30) COC(=O)c1ccc(COC(=O)c2cnccn2)cc1
    -5	-2.4	0	-0.6	2	-1	2	-7	-2.1	3.8
(31) O=C(COc1ccc2oc(-c3ccco3)cc(=O)c2c1)N1CCCCC1
    -7	2.1	10	0.6	-9	1	-27	-5	-1.7	3.0
(32) Cc1ccc(C)c(Sc2ccc(S(=O)(=O)Nc3ccc(C(=O)O)cc3)cc2)c1
    -2	1.6	1	-1.2	-13	9	-10	3	-1.2	-0.1
(33) Cc1ccccc1N1CC(C(=O)O)CC1=O (stereo unspecified)
    0	2.8	-2	-0.2	-6	1	12	-9	0.3	4.6
(34) C=CCn1c(SCC(=O)Nc2ccc(OC)cc2)nc2c([nH]c3ccccc32)c1=O
    -7	1.8	-3	-0.7	-1	16	9	0	0.2	-0.2
(35) CCOc1ccc(NC(=O)CSc2nnc(-c3ccccc3Cl)n2Cc2ccco2)cc1
    3	1.3	/	-2.8	13	-1	42	6	-0.5	1.0
(36) CN(C)S(=O)(=O)c1cccc(C(=O)Nc2ccc(N3CCOCC3)cc2)c1
    -3	0.3	0	-3.0	-12	5	2	-6	-0.9	0.5
(37) CCc1ccc(S(=O)(=O)Nc2ccc(Cl)cn2)cc1
    7	/	0	/	14	2	-27	0	-0.5	-1.2
(38) CCOP(=O)(OCC)C(NC(=O)Nc1ccccc1)C(N)=O (stereo unspecified)
    -1	1.8	/	-0.7	13	-1	-6	-16	-0.3	2.9
(39) CN(C1CCCCC1)S(=O)(=O)c1ccc(-c2ccccn2)s1
    /	-0.2	-3	-0.6	/	/	/	/	/	2.2
(40) Cc1sc2ncn(CC(=O)N3CCOCC3)c(=O)c2c1-c1ccccc1
    16	0.0	-1	0.8	11	-1	/	-5	-1.5	4.0
(41) Cc1ccc(S(=O)(=O)N2CCN(C)CC2)cc1-c1nnc2c3ccccc3c(C)nn12
    4	-1.1	-6	-1.4	-10	1	/	-4	-3.2	3.4
(42) CCOC(=O)N1CCN(C(=O)c2ccc3c(=O)n(-c4ccc(OC)cc4)c(=S)[nH]c3c2)CC1
    8	0.1	-5	-1.3	13	3	-8	2	-0.4	1.9
(43) Cc1ccc2nc3c(nc2c1)-c1ccccc1C3=O
    8	-1.4	/	1.8	-6	2	/	4	/	1.9
(44) O=C(c1cccs1)N1CCN=C1SCc1ccc(Cl)cc1
    -1	2.8	2	0.2	7	-1	1	4	-1.9	0.5
(45) COc1cc(NC(=O)CCc2nnc3ccc(N4CCC5(CC4)OCCO5)nn23)cc(OC)c1
    32	3.4	-2	-1.0	3	-1	4	4	-0.6	0.5
(46) COc1ccc(-c2noc(C3CCCN(C(=O)c4ccccc4OC)C3)n2)cc1OC (stereo unspecified)
    4	4.3	2	-0.3	11	0	-2	1	-0.7	/
(47) COc1ccc(NS(=O)(=O)c2ccc(N3CCCC3)c(NC(=S)Nc3cccc(C)c3C)c2)cc1
    11	4.6	/	2.8	-6	4	-27	0	0.4	2.8
(48) Cc1cc(S(=O)(=O)/N=C(\N)c2ccc(C(N)=O)cc2)cc(C)c1F
    -15	-1.3	2	-1.2	-4	3	3	11	-2.6	-1.0
(49) CC12CN(C(=S)Nc3ccccc3)CC(C)(CN(C(=S)Nc3ccccc3)C1)C2=O
    3	0.5	-1	1.3	-2	-1	-14	9	0.0	2.3
(50) Cc1ccc(C(=O)CSc2ncnc3sc4c(c23)CCCC4)cc1
    1	1.9	/	-1.9	-14	0	-10	-6	-0.5	1.2
(51) CCOC(=O)c1ccc(NC(=O)Cn2ncc(Cl)c(Cl)c2=O)cc1
    -5	1.0	-32	-4.5	-6	4	-15	3	-3.5	2.8
(52) Cc1cc(C)nc(NC2=NCC(=O)N2CCc2c[nH]c3ccccc23)n1
    -3	0.2	-3	-0.6	-5	0	-2	5	-1.4	2.2
(53) CCC(=O)OCCNc1cc(Sc2nccn2C)c2nonc2c1[N+](=O)[O-]
    28	-1.6	-18	-1.3	2	-2	6	6	-2.3	0.4
(54) COc1cccc(C(=O)N2CCN(c3ccc(N4CCOCC4)nn3)CC2)c1
    -49	-0.9	-1	-2.1	3	-2	-12	1	0.0	1.5
(55) COc1ccc(S(=O)(=O)N2CCOCC2)cc1NC(=O)C1CCN(S(=O)(=O)c2ccc(Cl)cc2)CC1
    -9	/	-2	/	6	-2	-16	-1	-1.8	2.4
(56) CCn1c(=O)c2ccccc2n(CC(=O)NCCC2=CCCCC2)c1=O
    4	2.9	1	-0.5	-25	2	23	-10	-0.9	-3.0
(57) O=[N+]([O-])c1ccc(COc2ccc(CNc3ccccc3)cc2)cc1
    1	-0.2	/	-0.4	-15	-2	-16	-17	0.4	3.5
(58) COc1ccc(/C=N/NC(=O)CC(=O)NCc2cccnc2)c(OC)c1
    5	0.9	-2	-1.9	-8	-2	3	-3	-1.0	3.4
(59) COc1ccc(C(=O)N/N=C/c2ccc(OC)c(COc3ccc(F)cc3F)c2)cc1
    -5	0.7	1	-1.1	1	-5	13	-10	-5.9	0.1
(60) CN1CCN(c2ccc(S(=O)(=O)N3CCOCC3)cc2NC(=O)COc2ccc(C#N)cc2)CC1
    2	/	-2	/	-11	-2	-10	5	-1.0	2.3
(61) CCC(C)Sc1cccc(-c2nc3ccc(C)cn3c2NCc2ccccc2)c1 (stereo unspecified)
    -15	2.4	2&0	0.3	10	-13	23	-3	-1.6	-9.9&2.1
(62) CCc1cc(-c2n[nH]c(C)c2-c2nc3ccccc3n2C)c(O)cc1O
    4	6.1	-3	3.2	-1	/	28	-5	0.0	2.0
(63) Cc1ccc(OCC(=O)N2CC(C)OC(C)C2)c([N+](=O)[O-])n1 (stereo unspecified)
    0	-2.2	1	-1.6	-14	-3	-17	-1	6.8	1.5
